# M. tuberculosis HTS: M. tuberculosis growth inhibition, HTS (AID 449762) | M. tuberculosis H37Rv growth inhibition, 7H9 media; higher % means a stronger effect | inhibition, % at 25 µM, or IC50 in µM where a hit was titrated | hit rate 0.59% among 330,000; in the data active means a potency from the dose series; inconclusive means inhibition above about 70% without an active follow-up result;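 further: bacterial growth assessed after seven days of incubation; strong numbers were not always called active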
# M. tuberculosis: growth inhibition of non-replicating M. tuberculosis (AID 488890); hit rate 0.39% among 320,000; Mycobacterium tuberculosis non-replicating, growth inhibition; higher % means a stronger effect; inhibition, % at 25 µM, or IC50 in µM where a hit was titrated; in the data active means a potency from the dose series; inconclusive means inhibition mostly from about 82% at the one dose, without a potency; inactive means the rest, 99 in 100 with inhibition below about 76%;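 further: plate controls were DMSO cells for no effect and high antibiotic wells for full effect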
# H1N1 NS1A inhibition: NS1A inhibition, H1N1 influenza, cell based functional assay (AID 504329) | inhibition, % at 12.5 µM; hits with a dose series show IC50 in µM | hit rate 0.3% among 340,000 | NS1A functional cell-based assay, percent inhibition; higher % means a stronger effect; in the data active means a potency from the dose series; inconclusive means inhibition above about 27% without an active follow-up result; further: strong numbers were not always called active
# PhoP GFP inhibition: PhoP regulon inhibitors, Salmonella typhi PhoP promoter GFP reporter, confirmatory (AID 1850). Salmonella Typhi PhoP-promoter GFP reporter, fluorescence, 4 h; higher % means a stronger effect. inhibition, % at 50 µM, or IC50 in µM where a hit was titrated. hit rate 0.33% among 310,000; in the data active means a potency from the dose series; inconclusive means inhibition mostly from about 25% at the one dose, without a potency; inactive means the rest, 99 in 100 with inhibition below about 19%;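 further: 0% = induced wells with vehicle and 100% = uninduced wells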
# VEEV TC-83 Vero: inhibitors of VEEV TC-83 cytopathic effect, confirmation, Vero cells (AID 588727); Vero cells, VEEV TC-83 cytopathic effect inhibition; higher % means a stronger effect; inhibition, % at 20 µM; hits with a dose series show IC50 in µM; hit rate 0.13% among 350,000; in the data active means a potency from the dose series; inconclusive means inhibition mostly from about 14% at the one dose, without a potency; inactive means the rest, 99 in 100 with inhibition below about 12%; further: strong numbers were not always called active
# VEEV TC-83 Vero 10K pilot screen: recorded beside VEEV TC-83 Vero, whose call it bears; inhibition, %; measured here: 10K pilot screen inhibition
# An asterisk follows results filed as active; i = inactive; ? = inconclusive; nt = not tested or not shown.
SMILES,M. tuberculosis HTS,M. tuberculosis,H1N1 NS1A inhibition,PhoP GFP inhibition,VEEV TC-83 Vero,others
Cn1nc(C(C)(C)C)c([N+](=O)[O-])c1C(N)=O,-3.7%,5.5%,-12.1%,7.5%,2.7%,
COc1cc(NS(=O)(=O)c2ccc(NC(=S)NC(=O)CC(C)C)cc2)nc(OC)n1,-0.9%,52.3%,0.5%,-4.6%,2.0%,
CCCCCCSc1ccc([C@H]2N[C@@](Cc3ccccc3)(C(=O)OC)[C@H]3C(=O)N(CC)C(=O)[C@@H]23)cc1,-4.4%,-11.2%,0.9%,-1.7%,0.2%,VEEV TC-83 Vero 10K pilot screen=1.1
COC(=O)c1sccc1NC(=O)Nc1cc(C)ccc1OC,-1.2%,-3.3%,0.8%,-7.8%,0.5%,
COc1ccc(Nc2nc(N)nc(C(F)(F)F)n2)c(OC)c1,-18.6%,8.5%,-1.7%,-11.7%,3.0%,
O=C(NC12CC3CC(CC(C3)C1)C2)c1cccnc1Cl,-2.1%,-12.3%,16.4%,-2.6%,i,
Cc1ccccc1N1CCN(S(=O)(=O)c2ccc3oc(=O)ccc3c2)CC1,-6.6%,13.0%,-1.0%,14.4%,0.6%,
CCn1c(N)c(C(=O)COC(=O)CCc2nc3ccccc3c(=O)[nH]2)c(=O)[nH]c1=O,-6.0%,-30.2%,0.8%,nt,i,
CC(=O)c1ccc(NC(=O)c2cc(CC(C)C)on2)cc1,11.1µM*,3.58µM*,-4.1%,-10.3%,0.7%,
O=C(O)c1cc(-c2ccc(Cl)cc2)n(-c2ccc(Cl)cc2)n1,-2.8%,28.3%,-4.6%,-5.9%,0.3%,
C=CCNC(=O)CN1C2CCCC1CC(NC(=O)c1ccccc1C)C2 (stereo not given),-6.4%,-23.1%,-5.7%,-9.5%,0.9%,
COc1ccc(S(=O)(=O)N2CCOCC2)cc1C(C)C,0.1%,-9.3%,3.1%,-1.7%,0.3%,
Cn1ccnc1SCC(=O)Nc1ccc2c(c1)OCO2,-2.5%,1.3%,0.9%,7.3%,0.8%,
CCN(CC)S(=O)(=O)c1ccc(N/N=C/c2cccnc2)nc1,3.5%,3.1%,-17.6%,1.2%,0.9%,
Oc1ccc(/C=N/n2c(C3CCCCC3)n[nH]c2=S)c(O)c1,-0.2%,-15.1%,-9.7%,1.6%,2.3%,
CCn1cnc2sc(C(=O)Nc3ccc4c(c3)OCO4)c(C)c2c1=O,5.8%,45.0%,-24.5%,-7.6%,8.2%,
CCCOc1ccc(/C(O)=C2/C(=O)C(=O)N(CCCn3ccnc3)C2c2ccco2)cc1 (stereo not given),3.4%,12.6%,12.4%,-3.1%,0.3%,
COc1ccc(CN(C)C(=O)c2ccc(NS(=O)(=O)c3ccc4[nH]c(=O)[nH]c4c3)cc2)c(OC)c1OC,1.0%,nt,-0.6%,nt,0.8%,
C=CC(COCc1ccccc1)N([C@@H](Cc1ccccc1)C(=O)OC)S(=O)(=O)c1ccccc1Br (stereo not given in full),-7.1%,17.0%,2.0%,nt,0.1%,
Cc1ccc(C)c(N/C=C(\C#N)c2nc3ccccc3o2)c1,-0.9%,-0.8%,-1.4%,-1.3%,0.8%,
Cc1nn(C)cc1/C=N/NC(=O)c1sc2ccccc2c1Cl,0.2%,i,3.3%,-1.6%,0.1%,
Cn1c(SCC(=O)N2CCN(Cc3ccccc3)CC2)nnc1-c1ccncc1,1.9%,-7.7%,-4.6%,-4.8%,1.7%,
COc1ccc(S(=O)(=O)N2CCC3(CC2)OCCO3)cc1,-4.2%,-3.4%,-8.6%,6.8%,1.2%,
CCOC(=O)c1ccc(Nc2nnc(C)c3ccccc23)cc1,-1.1%,12.5%,-20.6%,15.2%,6.0%,
COc1ccc(OC)c(C(=O)CSc2nnnn2C)c1,-6.6%,0.2%,-0.2%,-8.9%,1.0%,
CCn1cc(CNC(=O)CC2C(=O)NCCN2CC(c2ccccc2)c2ccccc2)cn1 (stereo not given),-1.4%,0.4%,1.9%,0.2%,i,
CCCN(C(=O)COC(=O)c1[nH]c(C)c(C(=O)OC)c1C)c1c(N)n(Cc2ccccc2)c(=O)[nH]c1=O,6.4%,15.7%,-1.6%,4.4%,1.2%,
O=C1c2ccsc2SCCN1Cc1cccc(F)c1,4.8%,7.8%,-6.3%,-13.8%,i,
O=C(NCCN1CCOCC1)c1ccc(F)cc1,-12.3%,-16.8%,-7.5%,-0.8%,i,
CCS(=O)(=O)NCCc1cc2ccc(C)cc2[nH]c1=O,-12.2%,-9.1%,-3.2%,-1.3%,0.8%,

# Part of the list above in order of SMILES length, smallest number first.
SMILES,M. tuberculosis HTS,M. tuberculosis,H1N1 NS1A inhibition,PhoP GFP inhibition,VEEV TC-83 Vero,others
COc1ccc(OC)c(C(=O)CSc2nnnn2C)c1,-6.6%,0.2%,-0.2%,-8.9%,1.0%,
CCOC(=O)c1ccc(Nc2nnc(C)c3ccccc23)cc1,-1.1%,12.5%,-20.6%,15.2%,6.0%,
COc1ccc(S(=O)(=O)N2CCC3(CC2)OCCO3)cc1,-4.2%,-3.4%,-8.6%,6.8%,1.2%,
CCn1cc(CNC(=O)CC2C(=O)NCCN2CC(c2ccccc2)c2ccccc2)cn1 (stereo not given),-1.4%,0.4%,1.9%,0.2%,i,
CCCOc1ccc(/C(O)=C2/C(=O)C(=O)N(CCCn3ccnc3)C2c2ccco2)cc1 (stereo not given),3.4%,12.6%,12.4%,-3.1%,0.3%,
COc1ccc(CN(C)C(=O)c2ccc(NS(=O)(=O)c3ccc4[nH]c(=O)[nH]c4c3)cc2)c(OC)c1OC,1.0%,nt,-0.6%,nt,0.8%,

# The list continues:
SMILES,M. tuberculosis HTS,M. tuberculosis,H1N1 NS1A inhibition,PhoP GFP inhibition,VEEV TC-83 Vero,others
O=C(CCC(=O)Nc1cccc(Cl)c1)N/N=C/c1cc([N+](=O)[O-])ccc1O,42.6%,45.3%,2.1%,5.2%,2.1%,
N#C/C(=C\c1c(Cl)cccc1Cl)c1nc2ccccc2[nH]1,8.1%,34.6%,3.8%,4.2%,5.8%,
Cn1c(C(=O)OC(C(=O)NCC2CCCO2)c2cccnc2)cc2sccc21 (stereo not given),0.8%,0.6%,7.4%,-0.8%,5.0%,
O=C(c1ccncc1)N1CCN(S(=O)(=O)c2ccccc2F)CC1,-4.1%,-5.6%,-8.3%,nt,5.2%,
CCOc1ccc(/C=N/Nc2nc(C)cs2)c(O)c1,27.6%,56.9%,7.0%,6.3%,3.3%,
O=C(CCC(=O)CCN1CCCCC1)CCN1CCCCC1,-2.7%,34.7%,-5.7%,7.3%,0.4%,
CCOC(=O)C1=C(C)N(C)C(C)=C(C(=O)OCC)C1c1ccncc1,-1.4%,-5.4%,30.8%,20.4%,i,
CN(c1ccccc1C(=O)Nc1ccc(F)c(Cl)c1)S(C)(=O)=O,-0.6%,9.2%,0.0%,13.8%,1.0%,
COc1ccc(C2CC(C(F)(F)F)n3ncc(C(=O)NCc4cccnc4)c3N2)cc1OC (stereo not given),2.9%,-1.3%,8.6%,18.0%,7.0%,
O=C(NCCNC(=O)c1cccc(O)c1)c1cccc(O)c1,6.4%,nt,-3.8%,-4.3%,0.6%,
COc1ccc(C(=O)/C=C/Nc2ccc(S(=O)(=O)Nc3cc(OC)nc(OC)n3)cc2)c(OC)c1,3.3%,66.9%,8.3%,-27.9%,3.6%,
O=S(=O)(c1ccc(N2CCCC2)nc1)N1CCOCC1,0.9%,-32.8%,-5.7%,13.6%,1.6%,
CS(=O)(=O)N1CCc2cc(-c3csc(NC(=O)Cc4cccs4)n3)ccc21,9.5%,44.7%,11.3%,2.0%,i,
Cc1cccc(C)c1NC(=O)CN(C)C(=O)c1cccc(S(=O)(=O)N2CCN(C)CC2)c1,0.8%,-15.4%,-14.2%,3.6%,1.2%,
CCc1cc(=O)oc2cc(OCC(=O)OC)c(Cl)cc12,2.2%,72.3%,-1.0%,-7.6%,2.7%,
COc1cc(C(=O)N2CCN(c3cccc(C(F)(F)F)c3)CC2)ccc1OCC(=O)N1CCOCC1,nt,nt,-15.4%,nt,0.7%,
O=C1S/C(=C/c2ccccc2F)C(=O)N1CCN=C1NS(=O)(=O)c2ccccc21,-6.4%,-10.8%,0.7%,-3.4%,8.2%,
Cc1cc(C)c2c(c1)c1nnc(SCCN3CCCCC3)nc1n2C,nt,nt,4.5%,nt,3.5%,
CCN(C(=O)c1cc(Cl)ccc1OC)C1CCCCC1,14.7%,16.5%,-7.5%,-15.8%,i,
Cc1ccnc2nc(C(=O)OCC(=O)N3CC(C)CC(C)C3)nn12 (stereo not given),nt,nt,-11.1%,nt,0.6%,
O=C(COc1coc(CN2CCN(c3ccccc3)CC2)cc1=O)NC1CCCC1,-5.8%,-8.2%,-24.4%,1.0%,0.1%,
CC(C)(C)OCC(NC(=O)C(CC(N)=O)NC(=O)OC(C)(C)C)C(=O)OC(C)(C)C (stereo not given),-0.1%,1.3%,-4.4%,7.8%,6.3%,
CCc1[nH]nc2c1C(c1ccc(C)o1)C(C#N)=C(N)O2 (stereo not given),6.8%,4.8%,-0.6%,5.7%,1.1%,
COc1ccc(NC(=O)c2nnn(CC(=O)Nc3ccc4c(c3)OCO4)c2N)cc1OC,14.3%,-14.8%,1.1%,-0.5%,3.3%,
COc1ccc(NC(=O)CS(=O)CC(=O)NC2CCCc3ccccc32)cc1 (stereo not given),0.5%,3.1%,-3.7%,-5.8%,1.5%,
Nn1cnnc1SCC(=O)N(C1CCCCC1)C1CCCCC1,-6.5%,1.7%,-17.5%,7.7%,1.4%,
COc1cc(S(=O)(=O)N2CCN(c3ccc(F)cc3)CC2)ccc1Cl,-5.0%,4.6%,7.1%,11.9%,i,
CC(NC(=O)C1CCCC1)C1CC2CCC1C2 (stereo not given),-5.5%,79.4%,0.2%,-13.1%,i,
COCCCn1c(C)c(C(C)=O)cc(NC(=O)c2ccccc2)c1=O,0.2%,-0.6%,-5.1%,3.3%,1.1%,
O=S(=O)(NCc1ccccc1)c1ccc(NC(=S)NCc2ccco2)cc1,-0.9%,23.6%,-1.5%,-1.4%,0.2%,

# Molecules from the list above that have a nitro group on carbon:
SMILES,M. tuberculosis HTS,M. tuberculosis,H1N1 NS1A inhibition,PhoP GFP inhibition,VEEV TC-83 Vero,others
Cn1nc(C(C)(C)C)c([N+](=O)[O-])c1C(N)=O,-3.7%,5.5%,-12.1%,7.5%,2.7%,
O=C(CCC(=O)Nc1cccc(Cl)c1)N/N=C/c1cc([N+](=O)[O-])ccc1O,42.6%,45.3%,2.1%,5.2%,2.1%,

# Next part
SMILES,M. tuberculosis HTS,M. tuberculosis,H1N1 NS1A inhibition,PhoP GFP inhibition,VEEV TC-83 Vero,others
CC(=O)C(Cc1ccccc1)NC(=O)CCl (stereo not given),?,59.2%,-3.9%,1.2%,i,
COc1ccc(/C(C)=N/NC(=S)NCCc2ccccc2)cc1,?,?,6.6%,9.3%,0.6%,
CCCCn1c(N)c(N(CC)C(=O)C2=COCCO2)c(=O)[nH]c1=O,-3.0%,-6.3%,-3.4%,1.2%,2.6%,
CSc1ncccc1C(=O)OCC(=O)NC1CCC(C)CC1 (stereo not given),2.4%,16.4%,-8.9%,nt,0.5%,
O=[N+]([O-])c1cc(S(=O)(=O)NCCc2ccccn2)ccc1Cl,?,nt,-5.7%,nt,1.4%,
CCc1cccc(C)c1NC(=O)C1CCCO1 (stereo not given),-2.6%,-2.1%,-3.9%,-10.3%,0.7%,
O=C(Nc1ccccc1)n1ccc(-c2ccc(-n3ccnc3)cc2)n1,-3.2%,9.2%,nt,-3.7%,nt,
COc1ccc([N+](=O)[O-])cc1NC(=O)COC(=O)c1ccc(O)cc1,1.6%,2.9%,-1.1%,-2.3%,0.1%,
O=C(N/N=C/c1ccco1)C1CC(=O)N(c2ccccc2)C1 (stereo not given),3.5%,-12.8%,0.5%,4.8%,0.3%,
O=C(CCl)NCCNC(=O)c1cc(OCC(F)(F)F)ccc1OCC(F)(F)F,?,65.9%,nt,-6.5%,10.6%,
Cc1ccc(S(=O)(=O)CC(=O)NC(C)(C)C)cc1,-10.6%,-5.0%,-18.1%,-2.0%,i,
CCCOc1ccc(C(=O)NNC(=O)c2cccc(S(=O)(=O)N3CCN(C(C)=O)CC3)c2)cc1OC,0.2%,-1.7%,-12.5%,2.7%,1.5%,
COc1ccc(CCNC(=O)COC(=O)c2ncc(Cl)c(Cl)c2Cl)cc1OC,0.8%,1.1%,-8.8%,nt,i,
Cc1nn(-c2ccccc2)c(C)c1C(=O)Oc1ccccc1,-0.9%,41.5%,-6.7%,-7.7%,6.7%,
O=S(=O)(c1ccccc1)N1N=C(c2cccs2)CC1c1ccc(Br)cc1 (stereo not given),-8.1%,-2.4%,1.5%,4.0%,1.6%,
Cc1nn(Cc2ccccc2)c(Cl)c1/C=C/C(=O)OCC(=O)N1CCCC1=O,-1.1%,4.2%,6.7%,11.4%,0.3%,
